Source: PubChem (several laboratories)
CendR NRP1 mod: modulators of CendR peptide binding to NRP-1, primary screen, biochemical, fluorescence polarization, uHTS; Neuropilin-1 (Homo sapiens), O14786; FAM-RPARPAR peptide binding to NRP-1; inhibition, % at 25 µM; 0.85% of 360,000 active;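 active = inhibition or corrected inhibition above about 18%, plus a signal ratio from 0.5 to 1.5, limit read from the data, passing the limit was not always enough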; also: strong numbers were not always called active
MT1-MMP act inh: blockers of MT1-MMP proenzyme processing, primary screen, HT1080 RFP-PRO-GFP cells, GFP/RFP fluorescence; Matrix metalloproteinase-14 (Homo sapiens), P50281; GFP/RFP ratio change, % at 20 µM; AID 651647, 2012; GFP/RFP ratio fluorescence, overnight; percent of plate control window, DMSO zero; 0.061% of 360,000 active;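 active = GFP/RFP ratio change of at least 30% with cell ATP level not reduced by more than half and red fluorescence within 50% of control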; also: strong numbers were not always called active
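Assay system: HT1080 RFP-PRO-GFP cells. Benchmarks: DMSO vehicle wells and RFP-L50D-GFP reporter cell wells. Times: overnight cell settling, then overnight compound exposure, 37 °C, 5% CO2. Compound: 20 µM single dose, 1% DMSO. Read-out basis: GFP/RFP fluorescence ratio.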
Rin1 Abl inh: inhibitors of Rin1-Abl protein binding, primary screen, biochemical, TR-FRET | inhibition, % at 7.35 µM | 0.4% of 360,000 active | Tyrosine-protein kinase ABL1 (Homo sapiens) + Ras and Rab interactor 1 (Homo sapiens), …; in the data active = inhibition above about 5%, passing the limit was not always enough
E coli Lon inh: inhibitors of E. coli Lon protease, primary screen, biochemical, fluorescence polarization; P0A9M0; 0.42% of 360,000 active; inhibition, % at 7.94 µM; purified E. coli Lon protease; in the data active = inhibition above about 13%, passing the limit was not always enough;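 also: 0% = enzyme with probe and DMSO and 100% = no enzyme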
SKN-1 block: suppressors of acrylamide-induced Pgst-4::GFP reporter in worms, primary screen, SKN-1 inhibitor project, whole organism, uHTS, GFP/RFP fluorescence ratio, strain VP596 | C. elegans VP596 Pgst-4::GFP/RFP ratio, 24 h | inhibition, % at 21.8 µM | 0.49% of 360,000 active | AID 624304, 2012;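 active = interference check ratio from 0.5 to 1.5 plus GFP to RFP signal ratio inhibition reaching or exceeding a fixed threshold, cut at about 30% in these data, passing the limit was not always enough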; also: some compounds called inactive have numbers as strong as hits
PABP1 MLLE inh: inhibitors of PABP1 MLLE–PAM2 peptide binding, primary screen, biochemical, fluorescence polarization, FITC-PAM2, GST-MLLE. inhibition, % at 20 µM. AID 588489, 2011. 0.36% of 360,000 active. Polyadenylate-binding protein 1 (Homo sapiens), P11940; in the data active = inhibition above about 35%, passing the limit was not always enough;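 also: plate controls were DMSO wells with GST-MLLE for no effect and wells lacking GST-MLLE protein for full effect; some results filed as inactive read as strong as hits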
bovine MsrA act: bovine MsrA enzyme activators, primary screen, biochemical, absorbance, HTS; purified bovine MsrA, absorbance read-out; activation, % at 10.6 µM; 0.3% of 360,000 active; in the data active = activation above about 7.5%;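 also: 0% = vehicle and 100% = reference activator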
FAS-TE inh: FAS thioesterase domain inhibitors, primary screen, biochemical, fluorescence intensity, uHTS | Fatty acid synthase (Homo sapiens), P49327 | recombinant FAS-TE, OMFH fluorogenic substrate, fluorescence endpoint | inhibition, % at 15 µM | 0.67% of 360,000 active;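 active = compounds whose normalised, plate-corrected inhibition of enzyme fluorescence in the single-dose primary screen is 50% or more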;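 also: 0% = DMSO with enzyme and 100% = substrate without enzyme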
Neddyl block: inhibitors of cullin neddylation, primary screen, biochemical, TR-FRET, uHTS, NAE and Ubc12. 0.58% of 360,000 active. calls only at 25 µM. NEDD8-conjugating enzyme Ubc12 (Homo sapiens) + NEDD8-activating enzyme E1 regulatory …; in the data active = inhibition above about 36%
* = called active by the depositor; i = inactive; . = not tested or not shown.

Below each compound – bovine MsrA act, MT1-MMP act inh, PABP1 MLLE inh, Neddyl block, FAS-TE inh, CendR NRP1 mod, Rin1 Abl inh, SKN-1 block, E coli Lon inh
1	Cc1ccccc1N1CCN(C2CCCN(C(=O)c3ccnn3C)C2)CC1 (stereo not drawn)
 : 7.0, 0.6, -0.8, i, -3.3, -3.3, 0.4, 3.6, 7.4
2	COc1ccc(C)cc1N(C(=O)CNC(=O)c1ccco1)C(C(=O)NC1CCCC1)c1cccnc1 (stereo not drawn)
 : -0.6, -8.4, 7.8, i, -8.6, 13.4, -0.2, -0.4, 1.8
3	CN(C)S(=O)(=O)c1ccc(C(=O)OCCn2cnc3c2c(=O)n(C)c(=O)n3C)cc1
 : 3.1, 2.6, -3.7, i, -1.3, 2.6, -0.3, -9.8, 15.8
4	CCOc1cc(NC(=S)NCCCN2CCOCC2)c(OCC)cc1NC(=O)c1ccco1
 : -5.4, -0.2, 15.1, i, -4.6, 8.6, -0.3, 5.8, 13.2
5	CN1CCN(c2ccc(S(=O)(=O)N3CCCCC3)cc2NC(=O)CCc2ccccc2)CC1
 : -2.9, -1.7, -1.1, i, -3.9, 3.0, -2.3, 4.2, -1.3
6	Cc1ccc(-c2noc(-c3ccccc3F)n2)cc1
 : -3.8, 1.6, 6.5, i, 32.6, -9.1, 0.4, 22.6, -1.7
7	Cc1c(CCC(=O)NCCCC(=O)O)c(=O)oc2cc3oc4c(c3cc12)CCCC4
 : -3.2, -1.2, 8.8, ., -2.6, 9.4, 2.5, 11.4, 1.4
8	CCc1cc2c(SCC(=O)N(C)C3CCS(=O)(=O)C3)ncnc2s1 (stereo not drawn)
 : -2.0, 1.2, -8.7, i, -2.9, -13.4, -71.8, -0.7, -11.7
9	CC(=O)c1ccc(N2CCN(C(=O)c3ccccc3SCC(=O)NCc3ccco3)CC2)c(F)c1
 : -6.1, -2.7, 0.4, i, -0.1, -2.0, 2.3, -4.6, 6.3
10	CCCS(=O)(=O)N1CCC(C(=O)NCc2ccccc2Cl)CC1
 : -1.5, 1.0, 16.2, i, -10.3, 6.5, 1.9, -16.7, -3.0
11	CC(OC(=O)C1=COCCO1)C(=O)Nc1ccc(Oc2ccccc2)cc1 (stereo not drawn)
 : -3.3, -1.0, 5.0, i, 1.8, 8.6, -0.1, 3.5, -3.6
12	CC(C)(C)c1ccc(C(=O)c2c[nH]c(C(=O)NCc3cccs3)c2)cc1
 : -4.0, 2.1, 3.5, i, -5.5, 3.8, -3.6, 9.5, 6.1
13	C[C@H](NC(=O)c1ccccc1F)C(=O)N1CCC2(CC1)NCCc1[nH]cnc12
 : -1.8, 2.3, -12.8, i, -3.8, 5.1, 3.6, -0.1, 0.7
14	CC(C)OC(=O)C(C)Nc1n[nH]c(=S)[nH]c1=O (stereo not drawn)
 : -7.7, -1.0, 28.9, i, -5.3, 3.3, -1.0, 1.3, 3.4
15	O=C(Cn1ccc(=O)[nH]c1=O)c1ccc([N+](=O)[O-])o1
 : -3.3, 1.4, -1.2, i, -0.5, 0.1, 1.3, -5.9, -4.5
16	Cc1ccc(CNC(=O)C2CCCN(S(=O)(=O)c3ccc(F)cc3)C2)cc1 (stereo not drawn)
 : -1.4, -5.8, 0.4, i, 2.4, 2.8, -4.2, 3.7, 7.2
17	Cc1cc(C)n(-c2ccc(Cl)c(C(=O)Nc3cc(C(F)(F)F)ccc3Cl)n2)n1
 : -2.4, -2.6, -14.0, i, 13.6, 5.4, 0.3, -4.1, 4.7
18	CCOc1ccc(NC(=O)Nc2nnc(CC)s2)cc1
 : 5.2, 8.5, -3.7, i, -6.6, -12.6, -0.5, 2.8, -3.1
19	CCc1ccc(/C=C2\SC(=S)N(CCC(=O)NCCCN3CCOCC3)C2=O)cc1
 : -9.0, 1.7, -4.5, i, -2.1, -19.1, 0.9, -5.5, -8.7
20	COc1ccc(-n2c(=S)[nH]c3cc(C(=O)Nc4ccc(OC)c(OC)c4)ccc3c2=O)cc1
 : -6.6, -3.1, 7.1, i, -3.6, -11.3, 1.0, -6.5, -4.4
21	Cc1ccc(C(=O)COC(=O)c2cn3ccccc3n2)cc1
 : -2.3, 4.7, -2.1, i, -3.8, 5.8, 1.5, -5.5, 5.2
22	CCC(C)c1ccccc1N1CC(C(=O)NCCC2=CCCCC2)CC1=O (stereo not drawn)
 : 1.2, 1.7, 7.3, i, 4.1, -3.7, -0.2, -5.4, 9.9
23	CCCC(=O)Nc1c2c(nn1-c1ccccc1)CSC2
 : -2.0, 4.4, 19.8, i, -3.1, 9.0, 0.5, -5.7, -13.9
24	O=C(C1CCN(S(=O)(=O)c2cnc[nH]2)CC1)N1CCN(Cc2ccc3c(c2)OCO3)CC1
 : -4.2, 0.2, -0.4, i, -14.1, 10.4, 0.9, 17.4, -0.9
25	Cc1ccc(CC(NC(=O)c2ccccc2)C(=O)N2CCCC2C(=O)O)cc1 (stereo not drawn)
 : -2.5, 0.3, -4.0, i, -8.4, -27.8, 0.5, 12.1, 4.4
26	COc1ccc(C(=O)Nc2nnc(C(F)(F)F)s2)cc1
 : 0.8, -4.6, 4.0, i, -3.5, -3.8, -0.1, 12.3, 0.0
27	Cc1ccc(CNC(=O)CN(C(=O)C2(C)CC(=O)N=C3C=CC=CN32)c2cc(C)ccc2C)cc1 (stereo not drawn)
 : -1.8, 4.3, 8.6, ., -3.5, 7.4, -0.9, 9.1, -4.3

Given as tab-separated lines: part of the list above.
item	mol	bovine MsrA act	MT1-MMP act inh	PABP1 MLLE inh	Neddyl block	FAS-TE inh	CendR NRP1 mod	Rin1 Abl inh	SKN-1 block	E coli Lon inh
1	Cc1ccccc1N1CCN(C2CCCN(C(=O)c3ccnn3C)C2)CC1 (stereo not drawn)	7.0	0.6	-0.8	i	-3.3	-3.3	0.4	3.6	7.4
2	COc1ccc(C)cc1N(C(=O)CNC(=O)c1ccco1)C(C(=O)NC1CCCC1)c1cccnc1 (stereo not drawn)	-0.6	-8.4	7.8	i	-8.6	13.4	-0.2	-0.4	1.8
3	CN(C)S(=O)(=O)c1ccc(C(=O)OCCn2cnc3c2c(=O)n(C)c(=O)n3C)cc1	3.1	2.6	-3.7	i	-1.3	2.6	-0.3	-9.8	15.8
4	CCOc1cc(NC(=S)NCCCN2CCOCC2)c(OCC)cc1NC(=O)c1ccco1	-5.4	-0.2	15.1	i	-4.6	8.6	-0.3	5.8	13.2
5	CN1CCN(c2ccc(S(=O)(=O)N3CCCCC3)cc2NC(=O)CCc2ccccc2)CC1	-2.9	-1.7	-1.1	i	-3.9	3.0	-2.3	4.2	-1.3
6	Cc1ccc(-c2noc(-c3ccccc3F)n2)cc1	-3.8	1.6	6.5	i	32.6	-9.1	0.4	22.6	-1.7
7	Cc1c(CCC(=O)NCCCC(=O)O)c(=O)oc2cc3oc4c(c3cc12)CCCC4	-3.2	-1.2	8.8	.	-2.6	9.4	2.5	11.4	1.4
8	CCc1cc2c(SCC(=O)N(C)C3CCS(=O)(=O)C3)ncnc2s1 (stereo not drawn)	-2.0	1.2	-8.7	i	-2.9	-13.4	-71.8	-0.7	-11.7
9	CC(=O)c1ccc(N2CCN(C(=O)c3ccccc3SCC(=O)NCc3ccco3)CC2)c(F)c1	-6.1	-2.7	0.4	i	-0.1	-2.0	2.3	-4.6	6.3
10	CCCS(=O)(=O)N1CCC(C(=O)NCc2ccccc2Cl)CC1	-1.5	1.0	16.2	i	-10.3	6.5	1.9	-16.7	-3.0
11	CC(OC(=O)C1=COCCO1)C(=O)Nc1ccc(Oc2ccccc2)cc1 (stereo not drawn)	-3.3	-1.0	5.0	i	1.8	8.6	-0.1	3.5	-3.6
